Source: PubChem
TRPML3 agonist: human mucolipin-3 channel agonism; HEK293 TRPML3-YFP, Fluo-8 calcium fluorescence; 100% = the carbachol control signal; AID 1448; Q8TDD5; 0.29% of 220,000 active; activation, % at 3 µM;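 active means activation above its plate's cutoff, the mean activation of the plate's test wells plus 3 SD, cut at about 12% in these data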;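 further: 0% = DMSO only wells and 100% = carbachol wells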
Target sequence (Q8TDD5 whole entry, looked up): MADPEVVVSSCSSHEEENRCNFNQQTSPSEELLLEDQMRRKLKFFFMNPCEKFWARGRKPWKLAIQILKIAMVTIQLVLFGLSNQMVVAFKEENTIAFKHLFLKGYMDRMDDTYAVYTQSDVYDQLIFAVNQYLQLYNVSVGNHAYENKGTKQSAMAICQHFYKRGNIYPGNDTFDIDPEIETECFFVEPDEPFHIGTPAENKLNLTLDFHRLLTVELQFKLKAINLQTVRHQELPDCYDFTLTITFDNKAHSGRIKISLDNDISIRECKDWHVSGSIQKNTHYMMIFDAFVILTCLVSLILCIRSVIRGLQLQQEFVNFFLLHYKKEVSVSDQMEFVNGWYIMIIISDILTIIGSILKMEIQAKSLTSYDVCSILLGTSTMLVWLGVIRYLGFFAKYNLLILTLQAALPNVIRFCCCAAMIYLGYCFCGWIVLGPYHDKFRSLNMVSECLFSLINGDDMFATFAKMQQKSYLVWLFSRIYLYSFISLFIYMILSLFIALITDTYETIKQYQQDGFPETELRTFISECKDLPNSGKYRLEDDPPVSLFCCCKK
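Test system: TRPML3-YFP stable HEK293 cells. Doses: single point at 3 µM. Incubation: dye loading 1 h 37 °C then 30 min ambient, 125 s read. Signal: Fluo-8 calcium dye fluorescence, ex 470-495, em 515-575 nm. Measure: percent activation from peak-to-basal fluorescence ratio, scaled between DMSO and carbachol.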
NPY-Y1 antag: antagonists of human neuropeptide Y receptor Y1; P25929; HEK293-CNG Y1 cells, membrane potential fluorescence; NPY at EC95, then isoproterenol; inhibition, % at 3.6 µM; 1% of 200,000 active;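 active means inhibition above the campaign mean inhibition of all tested compounds plus 3 SD, cut at about 20% in these data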;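 further: 0% = DMSO wells given NPY plus isoproterenol and 100% = isoproterenol alone without NPY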
Target sequence (P25929 whole entry, looked up): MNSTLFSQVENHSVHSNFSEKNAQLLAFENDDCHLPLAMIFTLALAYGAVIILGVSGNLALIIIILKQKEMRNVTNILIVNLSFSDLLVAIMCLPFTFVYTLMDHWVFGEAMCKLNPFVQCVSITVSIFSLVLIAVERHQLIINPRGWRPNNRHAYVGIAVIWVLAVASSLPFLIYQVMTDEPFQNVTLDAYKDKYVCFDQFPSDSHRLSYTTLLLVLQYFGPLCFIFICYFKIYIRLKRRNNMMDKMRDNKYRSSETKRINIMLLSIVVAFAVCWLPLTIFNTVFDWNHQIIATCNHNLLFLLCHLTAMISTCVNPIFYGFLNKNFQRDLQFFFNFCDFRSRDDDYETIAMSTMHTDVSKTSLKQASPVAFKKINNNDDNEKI
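Benchmarks – high control isoproterenol alone, low control NPY with isoproterenol · Material – HEK293 Y1/CNG channel cell line · Times – dye 3 h, compound 60 min room temperature, stimulation 45 min · Probe or stimulus – NPY (25 nM), isoproterenol (1 µM), Ro 20-1724 (25 µM) · Evaluation – % inhibition of NPY effect · Signal – fluorescence, membrane potential probe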
NPY-Y1 PAM-ag: potentiates or activates human NPY-Y1 receptor; P25929; NPY-Y1 expressing cells, potentiator/agonist activation; activation, % at 3.6 µM; 0.37% of 220,000 active; in the data active means activation above about 33%, passing the limit was not always enough;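 further: cells stimulated with NPY at EC10 then isoproterenol at EC100; 0% = low agonist plus stimulus and 100% = saturating agonist plus stimulus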
14-3-3 Bad PPI: disrupts binding of bovine 14-3-3 zeta to phospho-Bad peptide; inhibition, % at 21.7 µM; 0.71% of 220,000 active; TR-FRET 14-3-3zeta/Dy647-pBad peptide displacement, 1 h; AID 781;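 active means inhibition above about 70%, limit read from the data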;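 further: 0% = full 14-3-3 plus peptide FRET controls and 100% = background without 14-3-3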
zfTRPN1 agonist: activates the zebrafish TRPN1 channel; HEK293 zebrafish TRPN1-YFP, Fluo-8 calcium fluorescence; 100% = response to 87 µM carbachol; 0.18% of 220,000 active; activation, % at 3 µM;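 active means activation above its plate's cutoff, the mean activation of test wells on that plate plus 3 SD, cut at about 19% in these data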;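 further: 0% = DMSO alone and 100% = 87 µM carbachol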
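Control set: carbachol 87 µM as high control, DMSO as low control; system: HEK293 stable line with zebrafish TRPN1-YFP; read-out: % activation versus carbachol response; detection: intracellular calcium fluorescence with Fluo-8; doses: single test compound dose, 3 µM nominal, 0.3% DMSO; schedule: dye 1 h 37 °C plus 30 min RT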
EP2 antag: inhibitors of human EP2 prostaglandin E2 receptor | 0.52% of 260,000 active | C6 glioma cells expressing human EP2, cAMP TR-FRET; cells stimulated with saturating PGE2 | P43116 | inhibition, % at 25 µM | AID 1422;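 active means percent inhibition above 40 after rounding to a whole number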;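 further: rat C6 glioma host cells with rolipram phosphodiesterase inhibitor present; the protocol text gives 20 µM as final concentration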
CHOP inhibitor: inhibitors of CHOP induction in ER stress response | CHO-K1 CHOP-promoter luciferase, tunicamycin-induced, 15-18 h | inhibition, % at 10 µM | 3.8% of 220,000 active;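 active means compounds that reduced the stress-induced luciferase reporter signal by more than about 70% of percent inhibition, limit read from the data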;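 further: 0% = tunicamycin plus vehicle and 100% = wells without tunicamycin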
EP2 modulator: modulators of human EP2 prostaglandin E2 receptor; P43116; EP2-expressing cells, cAMP HTRF FRET, PGE2 co-stimulation; induction, % at 25 µM; 0.83% of 260,000 active;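 active means compounds whose cAMP rise, as percent of the full-agonist control response, exceeds 60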;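 further: rat C6 glioma line stably carrying human EP2 under a CMV promoter; the protocol text gives 20 µM as final concentration; 100% = response of wells given 1 µM PGE2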
PPC-1+TRAIL kill: compounds killing PPC-1 cancer cells with TRAIL present (potentiator screen, no TRAIL-free arm); PPC-1 cells + TRAIL, ATPLite viability luminescence; cell killing (% activity), % at 4 µM; 0.41% of 220,000 active; AID 1443;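 active means cell killing above 50% in the first pass at 4 µM, then a duplicate retest at 5 µM averaging 50% or more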;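 further: plate controls were cells with TRAIL plus DMSO for no effect and medium-only wells lacking cells for full effect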
* marks the source's active call; other numbers are inactive results; nt = not tested or not shown; & = joins results of further samples; [ ] = remark or other dose. A portion of the library; the hit share may differ from the screen's.

SMILES	TRPML3 agonist	NPY-Y1 antag	NPY-Y1 PAM-ag	14-3-3 Bad PPI	zfTRPN1 agonist	EP2 antag	CHOP inhibitor	EP2 modulator	PPC-1+TRAIL kill
CCOC(=O)c1cccc(N2C(=O)Nc3ccccc3N2O)c1	0.8	9	3	-6[fluorescence artefact?]	0.7	7	-4	29	-10
Cc1cc(/C=C2/C(=N)N3C(=NC2=O)SN=C3S(C)(=O)=O)c(C)n1-c1ccccc1	0.3	-2	1	-7	1.1	11	-28	34	43
Cc1csc(NC(=O)CSc2nnc(-c3ccoc3C)o2)n1	-0.1	5	5	11	-0.4	11	-41	-18	23
Cc1nc(-c2nc(-c3c(C(=O)NNC(=O)Nc4cccc(Cl)c4)noc3C)cs2)cs1	-0.3	nt	-8	-4	-2.2	4	-11	2	-6
CCn1cc(CN2CCN(Cc3ccsc3)C(CCO)C2)cn1 (configuration not stated)	1.4	9	-2	1	1.0	9	-2	13	14
C=CCn1c(O)c(N=NC(=S)Nc2cccc(C)c2)c2ccccc21	0.1	11	-70	-3[fluorescence artefact?]	-0.6	5	-51	26	29
COc1cc(/C=C/C(=O)OCC(=O)NC(=O)NC(C)(C)C)cc(OC)c1OC	-1.4	-3	-6	4	-0.6	4	-15	-3	9
COc1ccc(CNC(=O)COC(=O)CCCOc2ccc(Cl)cc2Cl)cc1	-0.4	5	-26	0	-1.9	10	27	13	-10
Cc1cc(C)n(-c2nc(NCC(C)O)c3c4c(sc3n2)CCCC4)n1 (configuration not stated)	-0.6	4	-40	-13	-0.1	7	-99	-33	-10
CSc1ncc(CN2CCc3c([nH]c4ccccc34)C2c2cccc(C)n2)cn1 (configuration not stated)	-0.1	nt	0	-12	0.0	17	-1	-13	19
CCOc1ccccc1C1C(C#N)=C(N)Oc2cc(C)n(C)c(=O)c21 (configuration not stated)	1.4	0	11	-10	-0.1	2	1	23	10
COc1ccc2c(c1)NC(c1ccc(N(C)C)cc1)c1cccn1-2 (configuration not stated)	0.4	nt	-4	-8	-0.7	14	29	-21	6
Cc1ccc(C(=O)N/N=C/c2cccc(OC(=O)/C=C/c3ccco3)c2)cn1	0.6	5	-5	1	-0.1	2	1	-1	24
COCCN(CCOC)Cc1c(C)[nH]c2ccccc2c1=O	0.8	2	11	6[fluorescence artefact?]	0.9	12	18	30	26
COc1ccc(OCC(=O)Nc2ccc(N3CCC(C)CC3)cc2)cc1	0.9	6	-2	-10	0.4	0	23	13	9
NS(=O)(=O)c1ccc(CNS(=O)(=O)c2ccc(Cl)nc2)cc1	1.5	4	0	-20	1.4	6	-8	-3	-10
CCOC(=O)C1=C(C)NC(=O)NC1c1ccc(Cl)cc1Cl (configuration not stated)	0.2	-1	-2	-3	-0.4	9	34	36	-10
CCN1C(=O)/C(=C\c2ccco2)C(C(=O)OC)=C1C	0.4	-1	-22	-13[fluorescence artefact?]	0.4	9	-1	29	-10
O=C(CN1CCCCC1)Nc1ccc(C(F)(F)F)cc1Cl	0.1	nt	-10	-2	-0.4	12	-12	4	-4
Cc1cc(Br)ccc1OCC(=O)N(Cc1nc(-c2ccccc2)no1)C(C)C	0.2	10	-27	-3	-0.6	0	95*	6	2

Six entries drawn at random from those above:
SMILES	TRPML3 agonist	NPY-Y1 antag	NPY-Y1 PAM-ag	14-3-3 Bad PPI	zfTRPN1 agonist	EP2 antag	CHOP inhibitor	EP2 modulator	PPC-1+TRAIL kill
Cc1csc(NC(=O)CSc2nnc(-c3ccoc3C)o2)n1	-0.1	5	5	11	-0.4	11	-41	-18	23
CCOC(=O)c1cccc(N2C(=O)Nc3ccccc3N2O)c1	0.8	9	3	-6[fluorescence artefact?]	0.7	7	-4	29	-10
CSc1ncc(CN2CCc3c([nH]c4ccccc34)C2c2cccc(C)n2)cn1 (configuration not stated)	-0.1	nt	0	-12	0.0	17	-1	-13	19
NS(=O)(=O)c1ccc(CNS(=O)(=O)c2ccc(Cl)nc2)cc1	1.5	4	0	-20	1.4	6	-8	-3	-10
Cc1cc(/C=C2/C(=N)N3C(=NC2=O)SN=C3S(C)(=O)=O)c(C)n1-c1ccccc1	0.3	-2	1	-7	1.1	11	-28	34	43
Cc1nc(-c2nc(-c3c(C(=O)NNC(=O)Nc4cccc(Cl)c4)noc3C)cs2)cs1	-0.3	nt	-8	-4	-2.2	4	-11	2	-6

Following part:
SMILES	TRPML3 agonist	NPY-Y1 antag	NPY-Y1 PAM-ag	14-3-3 Bad PPI	zfTRPN1 agonist	EP2 antag	CHOP inhibitor	EP2 modulator	PPC-1+TRAIL kill
N#C/C(=C\c1cn(CCOc2ccccc2F)c2ccccc12)C(=O)NCc1cccs1	1.3	0	20	-16	1.0	11	27	-13	-3
O=C1CCC(=O)N1OCCOc1ccc(Cl)c2ccccc12	0.3	-5	7	-4	0.9	9	7	-21	4
CC(Cc1ccccc1)N/C=C1\CC(=O)NC1=O (configuration not stated)	1.3	-4	6	-4[fluorescence artefact?]	0.8	9	2	7	8
Cc1ccc(S(=O)(=O)Cn2nnnc2C(C(C)C)N2CCSCC2)cc1 (configuration not stated)	0.0	21*	14	-3	0.3	3	23	17	10
CCCN(CCC)CC(=O)NCC1(c2ccccc2)CCOCC1	1.1	6	-5	-5[fluorescence artefact?]	-2.2	5&13	15	6&22	33
CCCCCC(=O)NC(=S)Nc1ccc(Br)cc1C	0.7	1	13	-5	0.2	6	60	20	0
COC(=O)c1cccc(NC(=O)C2COc3ccccc3O2)c1 (configuration not stated)	-0.6	6	3	3	-2.0	19	-7	-9	2
C#CCOCCOCCOCCNc1nc(N2CCOCC2)nc(N2CCN(C(=O)[C@H]([C@@H](C)CC)n3cc(CCCN=C(N)N)nn3)CC2)n1	0.6	8	-21	31	0.4	7	-2	40	-10
COc1ccc(-n2c(Cc3cccn3C)nnc2SCC(=O)Nc2cccc(NC(C)=O)c2)cc1	0.7	3	3	1	1.4	4	0	15	-3
NC(=O)C(c1ccc(Sc2ccccc2)nn1)c1ccc(Cl)cc1Cl (configuration not stated)	0.6	-1	-12	15	2.8	1	-15	-4	24
Cc1ccc(S(=O)(=O)N(C)C)cc1[N+](=O)[O-]	0.9	nt	18	-2	-1.6	7	24	22	3
CCN1CCN(C(=O)N2CCOCC2)CC1	0.4	2	10	6	0.8	12&11	-1	-8&8	6
O=C(NCc1cccnc1)c1ccc(S(=O)(=O)N2CCOCC2)cc1	0.7	-5	-11	-4	0.6	7	69	-12	-2
COc1ccc(/C(C)=N/NC(=O)CNC(=O)/C=C\c2ccco2)cc1	0.7	-2	18	-15	-0.4	6	13	-4	4
CC(C)(C)c1csc(N(CCC#N)CCC#N)n1	0.6	-1	10	-7[fluorescence artefact?]	1.5	6	7	-3	-15
C/C(=C\c1ccccc1)C(=O)Nc1cc(C)on1	0.2	-2	-2	11[fluorescence artefact?]	-0.2	24	8	32	14
COc1ccc(-c2cc(C(F)(F)F)n3ncc(C(=O)N4CCc5ccccc5C4)c3n2)cc1	0.0	13	0	-9	1.2	3	43	12	-10
CCC(C)NC(=O)CC1Oc2ccc(Cl)cc2NC1=O (configuration not stated)	-0.6	10	6	3	1.0	8	36	9	-14
CCC(=O)NC(=S)Nc1cc(C(=O)O)ccc1OC	-0.7	3	-13	1	-0.7	4	6	13	-1
CCCSC(=S)NC1CCS(=O)(=O)C1 (configuration not stated)	0.5	2	16	9	-1.9	10	-4	-1	5

Whole records, quoted from the list:
Cc1ccc(S(=O)(=O)N(C)C)cc1[N+](=O)[O-] across the screens: TRPML3 agonist = 0.9; NPY-Y1 antag = nt; NPY-Y1 PAM-ag = 18; 14-3-3 Bad PPI = -2; zfTRPN1 agonist = -1.6; EP2 antag = 7; CHOP inhibitor = 24; EP2 modulator = 22; PPC-1+TRAIL kill = 3
COc1cc(/C=C/C(=O)OCC(=O)NC(=O)NC(C)(C)C)cc(OC)c1OC across the screens: TRPML3 agonist = -1.4; NPY-Y1 antag = -3; NPY-Y1 PAM-ag = -6; 14-3-3 Bad PPI = 4; zfTRPN1 agonist = -0.6; EP2 antag = 4; CHOP inhibitor = -15; EP2 modulator = -3; PPC-1+TRAIL kill = 9

Next section.
SMILES	TRPML3 agonist	NPY-Y1 antag	NPY-Y1 PAM-ag	14-3-3 Bad PPI	zfTRPN1 agonist	EP2 antag	CHOP inhibitor	EP2 modulator	PPC-1+TRAIL kill
CSCCC(NC(=O)COc1ccccc1)C(=O)Nc1ccc(C)cc1 (configuration not stated)	0.2	4	9	-5[fluorescence artefact?]	0.0	13	3	-1	9
O=C(COC(=O)c1n[nH]c2ccccc12)Nc1ccccc1	0.9	4	-3	-4	0.5	6	-26	-28	14
CCC1CCCCN1CC(=O)Nc1cc(C)nn1-c1nc(C)cc(C)n1 (configuration not stated)	0.6	0	2	12[fluorescence artefact?]	-0.5	5	33	-36	8
CC(=O)Nc1ccc(N2CCN(c3ccc(C(F)(F)F)cn3)CC2)nc1	0.5	nt	-9	0	0.9	10	-21	-10	17
Nc1n[nH]c(C2CC2)c1N=Nc1ccc(Cl)c(Cl)c1	0.1	nt	27	7	-0.2	7	-31	-31	2
Cc1ccc(OC(=O)c2oc3ccc(F)cc3c2C)c(C)c1	0.4	8	14	-4	-2.1	18	-22	12	25
O=C(NCc1ccc(Cl)cc1)C1CCC(CNc2c(N3CCCC3)c(=O)c2=O)CC1 (configuration not stated)	-0.6	nt	-3	4	0.8	5	4	-5	0
O=C(NCCCN1CCCC1=O)[C@H](CSCc1ccccc1)N1Cc2ccccc2C1=O	1.0	nt	13	4	1.5	5	6	-6	7
CS(=O)(=O)c1sc2nc(-c3cccs3)cc(-c3ccccc3)c2c1N	0.8	7	-13	44	0.6	49*	30	26	8
COc1ccc2oc(=O)c(/C(C)=N/Nc3nc(-c4cc(C)ccc4C)cs3)cc2c1	0.6	-1	-11	-9	2.3	7	17	-8	9
CC(CNC(=O)C(C)(C)C)NC(=O)C(C)(C)C (configuration not stated)	0.8	-1	9	-16	-1.4	6	44	18	10
Cc1ccc(OCc2nnc(SCC(=O)N3CCc4ccccc43)n2C)cc1	0.3	0	-33	nt	0.0	10	nt	nt	nt
Cc1ccc(C2CC(c3cccc(Br)c3)Nc3nnnn32)cc1 (configuration not stated)	1.2	0	1	4	4.1	9	4	51	13
CC(C)CC(NC(=O)OC(C)(C)C)C(=O)O (configuration not stated)	0.6	nt	-14	7	-0.5	8	-2	-11	1
O=C(CC(=O)N/N=C\c1ccc([N+](=O)[O-])cc1)NCCc1ccccc1	0.5	2	-6	-11	-0.3	3	23	-36	-23
C/C=C/C(=O)Nc1nnc(C2CCCCC2)s1	0.5	-6	-10	-9	1.9	9&9	-18	-28&-1	nt
Cn1c(CNc2nc(-c3ccccc3)cs2)nnc1SCC(=O)c1ccccc1	-1.7	5	-6	-3	-0.8	12	14	-3	1
